# Source: PubChem
# IDH1 mut inh = inhibitors of IDH1 R132H reductase, primary screen, biochemical, plate reader, single point; diaphorase/resazurin fluorescence, 60 min; 70,000 compounds, 0.18% hits; inhibition, % at 10 µM; Isocitrate dehydrogenase [NADP] cytoplasmic (Homo sapiens), O75874; in the data active = inhibition above about 34%;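 also: 0% = DMSO and 100% = no enzyme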
# Target sequence (O75874 whole entry R132H): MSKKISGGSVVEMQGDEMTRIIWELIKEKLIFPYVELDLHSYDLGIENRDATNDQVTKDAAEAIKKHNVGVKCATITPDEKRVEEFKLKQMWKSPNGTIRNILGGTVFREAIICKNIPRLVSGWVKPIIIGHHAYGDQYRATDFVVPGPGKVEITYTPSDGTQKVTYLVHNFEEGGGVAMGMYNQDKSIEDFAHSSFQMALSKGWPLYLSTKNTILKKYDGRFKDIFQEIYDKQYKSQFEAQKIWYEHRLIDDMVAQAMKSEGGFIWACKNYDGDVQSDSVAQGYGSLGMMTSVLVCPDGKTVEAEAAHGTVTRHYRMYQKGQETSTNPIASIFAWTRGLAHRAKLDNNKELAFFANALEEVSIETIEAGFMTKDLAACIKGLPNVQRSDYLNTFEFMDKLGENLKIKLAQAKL
# PRC2 inh = EZH2/PRC2 methyltransferase inhibitors, primary screen, biochemical, DELFIA time-resolved fluorescence, single point. PRC2 H3K27 methylation, DELFIA TRF, 1 h. inhibition, % at 12.5 µM. 57,000 compounds, 0.35% hits. AID 651548, 2012;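 active = mean inhibition of replicates at least 50% and every single replicate also reaching 50%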;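 also: dimethyl H3K27 on biotinylated H3 21-44 peptide detected by antibody; plate controls were median neutral control wells for no effect and median positive control wells for full effect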
# Active calls of the source: *; . = not tested or not shown. Some of the compounds tested, so the mix of outcomes need not match the whole.
SMILES,IDH1 mut inh,PRC2 inh
C[C@@H]1CN([C@@H](C)CO)C(=O)Cc2cc(NS(C)(=O)=O)ccc2O[C@@H]1CN(C)C(=O)Nc1ccc(C(F)(F)F)cc1,.,8.3
C[C@@H]1CN([C@H](C)CO)C(=O)c2cc(N(C)C)ccc2O[C@H]1CN(C)C,.,-0.2
C[C@@H]1CCCCO[C@@H](CN(C)C)[C@@H](C)CN([C@H](C)CO)C(=O)c2cc(NS(=O)(=O)c3cccs3)ccc2O1,1.3,.
O=C(C[C@H]1C=C[C@@H](NC(=O)c2ccc3c(c2)OCO3)[C@H](CO)O1)NC1Cc2ccccc2C1,0.3,-1.0
COc1ccc(S(=O)(=O)N(C)C[C@H]2Oc3ccc(NC(=O)CCN4CCOCC4)cc3C(=O)N([C@H](C)CO)C[C@@H]2C)cc1,0.7,.
C[C@@H]1CN([C@@H](C)CO)C(=O)c2cccc(NS(=O)(=O)c3ccc(Cl)cc3)c2O[C@@H]1CN(C)Cc1ccccc1,.,-0.4
C[C@@H]1CN([C@@H](C)CO)C(=O)c2cc(NC(=O)C3CC3)ccc2O[C@@H]1CN(C)Cc1ccc2c(c1)OCO2,-0.2,-2.3
C[C@@H]1CN([C@@H](C)CO)C(=O)c2cccc(NS(=O)(=O)c3cccs3)c2O[C@@H]1CN(C)Cc1ccc2c(c1)OCO2,1.1,.
C[C@H]1CN([C@@H](C)CO)C(=O)Cc2cc(NC(=O)CCC(F)(F)F)ccc2O[C@@H]1CN(C)S(=O)(=O)c1cn(C)cn1,0.0,.
Cc1noc(C)c1NC(=O)NCC[C@H]1CC[C@@H](NC(=O)Cc2cccnc2)[C@H](CO)O1,0.1,5.8
CC(Oc1ccc(Cl)cc1Cl)C(=O)Nc1ccc2oc(-c3ccncc3)nc2c1 (stereo unspecified),0.3,-8.8
CCCC#Cc1ccc2c(c1)O[C@@H](CN(C)C(=O)C1CC1)[C@H](C)CN([C@H](C)CO)S2(=O)=O,.,-1.1
C[C@H](CO)N1C[C@H](C)[C@H](CN(C)C(=O)NC2CCCCC2)Oc2c(NC(=O)Nc3ccc(C(F)(F)F)cc3)cccc2C1=O,-0.6,-29.7
Cc1noc(C)c1S(=O)(=O)Nc1ccc2c(c1)CC(=O)N([C@H](C)CO)C[C@@H](C)[C@@H](CN(C)S(=O)(=O)c1cccs1)O2,1.0,.
C[C@@H]1CN([C@@H](C)CO)C(=O)c2cc(NC(=O)CCN3CCOCC3)ccc2O[C@H]1CN(C)S(=O)(=O)c1ccccc1,1.9,2.9
CC(C)CC#Cc1cnc2c(c1)C(=O)N([C@H](C)CO)C[C@H](C)[C@H](CN(C)C(=O)c1ccc(F)cc1)O2,-3.0,-12.9
C[C@H](CO)N1C[C@H](C)[C@@H](CN(C)Cc2ccc3c(c2)OCO3)Oc2c(NC(=O)Nc3ccccc3)cccc2C1=O,0.7,.
COc1cc(O)cc(O)c1C(=O)/C=C/c1ccccc1,-0.4,.
Cc1noc(C)c1S(=O)(=O)N(C)C[C@@H]1OCCCC[C@@H](C)Oc2ccc(NS(=O)(=O)c3cccs3)cc2C(=O)N([C@H](C)CO)C[C@H]1C,1.7,.
CO[C@H]1CN(C)C(=O)c2ccc(NS(=O)(=O)c3ccc(Cl)cc3)cc2OC[C@@H](C)N(C)C[C@@H]1C,0.1,9.7
COc1ccc(NC(=O)N(C)C[C@@H]2OCc3ccccc3-c3ccccc3C(=O)N([C@H](C)CO)C[C@H]2C)cc1,.,-16.4
COc1ccc(CNC(=O)C[C@@H]2C[C@@H]3c4cc(NS(=O)(=O)c5ccc(F)cc5)ccc4O[C@@H]3[C@@H](CO)O2)cc1,0.0,-0.7
CCc1cc(=O)oc2cc(C)cc(OCC(=O)C(C)(C)C)c12,-0.6,-22.5
C/C=C/c1ccc2c(c1)O[C@@H](CN(C)C(=O)c1ccccc1)[C@@H](C)CN([C@@H](C)CO)S2(=O)=O,-1.0,-10.7
C[C@@H]1CCCCO[C@@H](CN(C)Cc2ccncc2)[C@@H](C)CN([C@H](C)CO)C(=O)c2cc(NC(=O)c3ccncc3)ccc2O1,2.5,-7.0
COc1ccc(NC(=O)Nc2ccc3c(c2)CC(=O)N([C@H](C)CO)C[C@@H](C)[C@H](CN(C)Cc2ccncc2)O3)cc1,0.3,.
CNC[C@@H]1Oc2ccc(NS(=O)(=O)c3ccc(OC)cc3)cc2CC(=O)N([C@@H](C)CO)C[C@@H]1C,0.5,-3.3
C[C@@H]1CCCCO[C@@H](CN(C)Cc2ccc(Cl)c(Cl)c2)[C@@H](C)CN([C@@H](C)CO)C(=O)c2cc(NS(=O)(=O)c3ccc(F)cc3)ccc2O1,1.8,.
C[C@H]1CN([C@@H](C)CO)C(=O)c2cccc(NC(=O)c3ccncc3)c2O[C@H]1CN(C)Cc1ccc(Cl)c(Cl)c1,3.0,-4.8
C[C@@H]1CN([C@H](C)CO)C(=O)c2cc(NC(=O)NC3CCCCC3)ccc2O[C@@H](C)CCCCO[C@@H]1CN(C)C(=O)c1ccccc1,0.6,.
C[C@@H]1CN([C@H](C)CO)C(=O)c2cc(NC(=O)Nc3ccccc3)ccc2O[C@@H]1CN(C)C(=O)Nc1ccc(C(F)(F)F)cc1,0.1,.
C[C@@H]1CN([C@@H](C)CO)C(=O)c2cc(N(C)C)ccc2O[C@@H](C)CCCCO[C@@H]1CN(C)C(=O)C1CCCCC1,-1.2,-3.1
O=C(Nc1ccc(C(F)(F)F)cc1)N[C@H]1CC[C@@H](CCn2cc(C3(O)CCCC3)nn2)O[C@H]1CO,0.3,-12.0
COc1ccc(NC(=O)Nc2ccc3c(c2)[C@H]2C[C@@H](CC(=O)NC4CCCCC4)O[C@@H](CO)[C@H]2O3)cc1,0.0,-1.0
C[C@@H]1CN([C@H](C)CO)C(=O)c2cccc(NS(=O)(=O)c3ccc(F)cc3)c2O[C@@H]1CN(C)Cc1ccc2c(c1)OCO2,-2.6,-6.4
O=C(C[C@@H]1C[C@H]2c3cc(NC(=O)c4cccnc4)ccc3O[C@H]2[C@@H](CO)O1)NCc1ccccc1,-0.2,-7.8
COc1ccccc1-c1cnc2c(c1)C(=O)N([C@H](C)CO)C[C@H](C)[C@@H](CN(C)Cc1ccccc1)O2,-0.2,.
C[C@H]1CN([C@@H](C)CO)C(=O)CCCn2cc(nn2)CO[C@H]1CN(C)Cc1ccc(C(=O)O)cc1,1.8,.
Cc1ccc(S(=O)(=O)N(C)C[C@@H]2Oc3ccc(NC(=O)NC(C)C)cc3C(=O)N([C@@H](C)CO)C[C@H]2C)cc1,-10.9,13.0
COC(=O)c1ccccc1NC(=O)Cn1cnc([N+](=O)[O-])c1,0.6,7.1
COc1ccccc1NC(=O)N[C@@H]1CC[C@@H](CCn2cc(-c3cccnc3)nn2)O[C@H]1CO,-0.5,-11.5
COc1ccc(NC(=O)N(C)C[C@@H]2OCc3cn(nn3)CCCC(=O)N([C@H](C)CO)C[C@@H]2C)c(OC)c1,.,3.2
COc1ccc(OC)c(NC(=O)COc2ccc3c(=O)c(-c4ccc(OC)c(OC)c4)c(C(F)(F)F)oc3c2)c1,0.3,-1.1
O=C(C[C@@H]1C[C@H]2c3cc(NC(=O)NC4CCCC4)ccc3O[C@H]2[C@H](CO)O1)NCc1ccccc1,-0.6,-14.4
CC(C)(C)OC(=O)N1CCC[C@H]1/C=N/NC(=O)c1cccc(C(=O)NO)c1,.,6.0
CC(C)NC(=O)Nc1ccc2c(c1)C(=O)N([C@H](C)CO)C[C@H](C)[C@@H](CN(C)Cc1ccc3c(c1)OCO3)OCCCC[C@@H](C)O2,0.1,.
CN(C)CC(=O)Nc1ccc2c(c1)[C@@H]1C[C@H](CC(=O)NCc3cccc(F)c3)O[C@@H](CO)[C@@H]1O2,-0.2,-20.1
COc1ccc(CN(C)C[C@H]2OCCCC[C@H](C)Oc3ccc(NC(=O)NC(C)C)cc3C(=O)N([C@@H](C)CO)C[C@@H]2C)cc1,.,-2.6
C[C@H](CO)N1C[C@H](C)[C@@H](CN(C)C(=O)C2CCC2)Oc2ncc(C#CCc3ccccc3)cc2C1=O,3.9,.
COCC#Cc1ccc2c(c1)O[C@H](CN(C)S(=O)(=O)c1ccc(C)cc1)[C@@H](C)CN([C@@H](C)CO)S2(=O)=O,-1.9,-4.7
COc1ccc(NC(=O)N(C)C[C@H]2OCc3cnnn3CCCC(=O)N([C@H](C)CO)C[C@H]2C)c(OC)c1,53.9*,.
C[C@H]1CN([C@@H](C)CO)C(=O)c2cccc(NC(=O)c3cnccn3)c2O[C@@H]1CN(C)C(=O)Nc1ccc(F)cc1,3.7,-8.2
CO[C@H]1CN(C)C(=O)c2cc(NC(=O)c3cc(C)on3)ccc2OC[C@@H](C)N(C)C[C@@H]1C,0.1,-1.0
C[C@H](CO)N1C[C@H](C)[C@@H](CN(C)C(=O)Nc2ccc(F)cc2)OCCCC[C@H](C)Oc2ccc(NC(=O)Nc3ccccc3)cc2C1=O,-3.3,.
CS(=O)(=O)Nc1ccc2c(c1)[C@@H]1C[C@H](CC(=O)NCC3CC3)O[C@H](CO)[C@@H]1O2,0.0,0.9
C/C=C/c1ccc2c(c1)O[C@H](CN(C)C(=O)CC1CC1)[C@@H](C)CN([C@@H](C)CO)S2(=O)=O,1.8,-1.6
C=C(C(=O)O)[C@@H]1CC[C@@]2(C)CC[C@@H](O)C(=C)C2C1 (stereo partly specified),0.0,.
CCCN(C)C[C@H]1Oc2cc(C#Cc3ccccc3OC)ccc2S(=O)(=O)N([C@@H](C)CO)C[C@H]1C,0.5,-34.5
CCc1c(O)nc(SCC(=O)Nc2ccc(OC)cc2)n(-c2ccccc2)c1=O,-0.4,-6.2
CC(NS(=O)(=O)c1ccc(Cl)cc1)C(=O)Nc1cccc2ccccc12 (stereo unspecified),0.8,14.8

# (further entries)
SMILES,IDH1 mut inh,PRC2 inh
C[C@@H]1CCCCO[C@H](CN(C)Cc2ccncc2)[C@@H](C)CN([C@@H](C)CO)C(=O)c2cc(NS(=O)(=O)c3ccccc3)ccc2O1,15.7,.
O=C(CCN1CCCCC1)NCC[C@H]1CC[C@@H](NC(=O)c2ccc(F)cc2)[C@H](CO)O1,0.1,2.7
C[C@H](CO)N1C[C@H](C)[C@@H](CN(C)C(=O)NC2CCCCC2)Oc2cc(/C=C/c3ccccc3)ccc2S1(=O)=O,.,-6.4
O=C(C[C@H]1C[C@H]2c3cc(NC(=O)NC4CCCC4)ccc3O[C@H]2[C@H](CO)O1)NC1CCCCC1,-0.3,-3.1
C[C@H]1CN([C@@H](C)CO)C(=O)c2cc(NC(=O)CCN3CCOCC3)ccc2O[C@H]1CN(C)Cc1ccc2c(c1)OCO2,1.1,10.2
COc1ccc(CN(C)C[C@@H]2Oc3ccc(NS(C)(=O)=O)cc3CC(=O)N([C@@H](C)CO)C[C@@H]2C)cc1,0.1,-5.4
CO[C@H]1CN(C)C(=O)c2cc(NC(=O)C3CCC3)ccc2OC[C@@H](C)N(Cc2nccs2)C[C@@H]1C,-0.1,1.5
C[C@H](CO)N1C[C@H](C)[C@@H](CN(C)C(=O)Nc2cccc3ccccc23)Oc2ccc(NC(=O)c3ccncc3)cc2CC1=O,3.4,-19.6
C[C@@H]1CN([C@@H](C)CO)C(=O)c2cc(C#CC3CC3)cnc2O[C@H]1CN(C)C(=O)C1CCCCC1,0.0,-29.5
C[C@@H]1CN([C@@H](C)CO)S(=O)(=O)c2ccc(-c3cccnc3)cc2O[C@H]1CN(C)C(=O)c1cccc(F)c1,-0.1,.
COc1ccccc1S(=O)(=O)N[C@@H]1CC[C@@H](CC(=O)N2CCCCC2)O[C@@H]1CO,-0.1,-3.6
O=S(=O)(N[C@H]1CC[C@H](CCNS(=O)(=O)c2ccccc2Cl)O[C@@H]1CO)c1ccccc1,-0.4,3.6
CCCNC(=O)C[C@@H]1C[C@@H]2c3cc(NS(=O)(=O)c4cccc(OC)c4)ccc3O[C@@H]2[C@H](CO)O1,-0.7,-6.0
C[C@@H]1CN([C@H](C)CO)C(=O)c2cc(C#Cc3ccccn3)cnc2O[C@H]1CN(C)Cc1cccnc1,0.0,-2.0
O=C(NO)c1cccc(C(=O)N/N=C/c2cn(S(=O)(=O)c3ccccc3)c3ccccc23)c1,1.1,-55.0
CCC(=O)N1C[C@@H](C)[C@H](OC)CN(C)C(=O)c2cc(NC(=O)NC(C)C)ccc2OC[C@H]1C,0.2,-0.5
C[C@H]1CN([C@@H](C)CO)C(=O)c2cccc(NS(=O)(=O)c3cn(C)cn3)c2O[C@H]1CN(C)Cc1ccc(C(=O)Nc2ccccc2N)cc1,.,-14.2
